Mtb UGM inh: inhibitors of M. tuberculosis UDP-galactopyranose mutase. 320,000 compounds, 0.06% hits. purified UGM, fluorescence polarization probe displacement. inhibition, % at 10 µM; in the data active = inhibition above about 10%, passing the limit was not always enough
TcdB GH inh: TcdB glycohydrolase inhibition | P18177 | TcdB glycohydrolase enzymatic assay, plate reader | inhibition, % at 9.99 µM | 350,000 compounds, 0.24% hits | AID 652162; in the data active = inhibition above about 10%
Mtb FBA inh: inhibitors of M. tuberculosis fructose-bisphosphate aldolase; purified M. tuberculosis FBA, fluorescence read-out; 360,000 compounds, 2.3% hits; AID 588726; inhibition, % at 1 µM; P9WQA3; in the data active = inhibition above about 27%;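 note: 0% = vehicle and 100% = reference inhibitor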
PfHsp40 yeast: compounds rescuing yeast from Plasmodium falciparum HSP40 toxicity | 340,000 compounds, 0.68% hits | growth rescue, % at 12.5 µM | S. cerevisiae expressing PfHsp40, growth rescue, ATP luminescence; in the data active = growth rescue above about 28%, passing the limit was not always enough;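 note: yeast W303a lacking pdr1 and pdr3 grown in galactose medium; growth measured after three days at 30 °C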
Vc quorum ag: quorum light induction in luxS cqsA deficient V. cholerae; V. cholerae BH1578 lux reporter, luminescence, 6 h; activation, % at 18.7 µM; 350,000 compounds, 0.16% hits; in the data active = activation mostly above about 9.7%, no sharp cut-off; note: not every result past the cut was called active; inactives centre near 0; reference of the scale not given here
Mtb BioA inh: inhibitors of Mycobacterium tuberculosis BioA enzyme. inhibition, % at 9.99 µM. 360,000 compounds, 0.096% hits. purified M. tuberculosis BioA enzyme, plate reader. AID 602481; in the data active = inhibition above about 40%
GDH-TPI inh: counter-screen for M. tuberculosis FBA inhibitors: GDH-TPI coupled enzymes. GDH-TPI coupled enzyme counterscreen, NADH absorbance. AID 588335. inhibition, % at 4.8 µM. 360,000 compounds, 1.2% hits; in the data active = inhibition above about 30%;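 note: 0% = DMSO wells and 100% = wells lacking the enzyme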
FadD28 binding: M. tuberculosis FadD28 bisubstrate binding inhibition; AID 588549; 360,000 compounds, 0.22% hits; inhibition, % at 12.5 µM; FadD28 bisubstrate probe binding, fluorescence polarization; in the data active = inhibition above about 8.5%, passing the limit was not always enough
Y pestis TopoI: inhibitors of Yersinia pestis topoisomerase I. Y. pestis Topo-I cleavage product accumulation, plate reader. activity, % at 10 µM. 360,000 compounds, 0.064% hits; in the data active = activity above about 50%, passing the limit was not always enough; note: inactives centre near 2
Numbers without * were called inactive; i = inactive; . = no result given; & = joins results of further samples.

Sequence of screens: Vc quorum ag, Mtb FBA inh, GDH-TPI inh, TcdB GH inh, Y pestis TopoI, FadD28 binding, PfHsp40 yeast, Mtb BioA inh, Mtb UGM inh
COc1ccc(NC(=O)CCSCCC(=O)Nc2ccc(OC)cc2OC)c(OC)c1
→ -0.3, -4, 15, ., 6, 0.2, 0.2, ., 1.0
Cn1nc(C(F)(F)F)c2cc(C(=O)Nc3ccc(Cl)cc3)sc21
→ 0.0, -2, 3, ., -21, -3.1, 0.6, 0.4, 1.0
CC(CNC(=O)c1ccc(-c2ccccc2)cc1)CN(C)C (stereo unspecified)
→ 11, 6, -16, ., -2, 1.2, 4.3, 0.4, -0.8
COc1ccc(CN(C(=O)c2ccccc2OC)C2CCS(=O)(=O)C2)cc1 (stereo unspecified)
→ -0.3, -1, 1, ., 1, -2.7, 1.1, ., 1.2
Cc1nc2cc([N+](=O)[O-])ccc2c(=O)n1-c1cccc(Br)c1
→ -0.5, -1, 6, 1.3, -5, -0.8, -0.5, ., 1.4
COc1ccc(NC(=O)c2cccc(N3C(=O)C4C5C=CC(C5)C4C3=O)c2)c(OC)c1 (stereo unspecified)
→ -0.4, 0, -6, 1.2, -2, -0.7, 0.2, -2.2, -2.3
Cn1c(C(=O)N2CCN(Cc3ccccc3)CC2)cc2c(=O)n(C)c3ccccc3c21
→ 0.1, 6, 10, 1.8, 36, -0.7, -1.4, 0.9, 0.2
c1ccc2c(c1)COC(CNC1CCCCC1)OC2
→ i, 10, 1, -2.3, -1, -1.1, 1.0, ., -1.2
CCOc1ccc(NC(=O)COC(=O)Cn2cnc3ccccc32)cc1
→ 3.4, -1, -1, 1.0, -6, ., 0.0, -2.4, -2.3
Cc1nc(CS(=O)(=O)c2ccccn2)sc1C(=O)NNC(=O)c1ccc(Cl)cc1
→ -0.8, 5, 18, -1.3, -5, 0.5, -0.4, -6.1, 0.2
CC12CC[C@H]3[C@@H](CCC4(O)C[C@H](O)CCC34/C=N/NC(=O)Cc3ccccc3)C1(O)CCC2C1=CC(=O)OC1 (stereo partly specified)
→ -0.3, 8, 13, -0.5, 24, 1.4, -0.1&-1.4, -1.8&0.8, -0.8
CCCS(=O)(=O)C(=C1NCCO1)S(=O)(=O)CCC
→ 0.8, 3, 4, ., 2, 1.8, -1.3, -3.5, 1.2
CC(C)CC1NC(=O)N(CC(=O)NC2CCCc3ccccc32)C1=O (stereo unspecified)
→ -0.2, -4, -14, -0.5, 9, -4.0, 0.2, ., -1.6
O=[N+]([O-])c1ccccc1S(=O)(=O)N1CCN(C2CCN(Cc3ccccc3)CC2)CC1
→ 0.2, -4, -12, -0.3, -8, -5.9, 1.8, -0.7, -3.7
Cc1cc(C)nc(Nc2ccccc2F)n1
→ -2.1, 0, 11, 0.8, 7, 0.1, -0.2, 1.3, 1.6
CCOC(=O)C1CCN(C2CCN(C(=O)c3oc4c(C)c(C)ccc4c3C)CC2)CC1
→ 0.6, -1, 1, 0.5, 28, -0.3, -1.2, 0.8, -0.6
CCC(=O)NCCCOc1ccccc1
→ i, -1, 5, -0.7, 0, -1.9, 1.5, -1.1, 0.7
CCCCC(=O)NNC(=S)NC(=O)C(c1ccccc1)c1ccccc1
→ -0.4, 7, 7, -0.3, -8, -3.0, 6.9, ., -0.5
NNC(=O)CNC(c1ccccc1)c1cc(Br)ccc1N (stereo unspecified)
→ i, 0, 11, 0.4, 11, -2.2, -0.4, -1.3, -0.1
CCOc1ccc(S(=O)(=O)NC(=O)c2ccccc2)cc1
→ i, 3, -9, -0.3, 9, 2.6, -1.3, -0.5, 1.3
CC(=O)c1ccc(OCc2cn(CC(=O)c3ccc(O)cc3)nn2)cc1
→ -0.7, 0, 13, -0.9, -7, -2.3, 0.2, 1.3, .
C=CCOc1ccc(CNc2ccc(NC(=O)CC(C)C)cc2)cc1OC
→ 3.9, 2, -2, 0.3, 1, -1.8, 0.6, ., 0.1
COc1cc(C(=O)N2CCC(N3CCCCCC3)CC2)cc(OC)c1OC
→ i, 3, 8, ., -8, 1.2, -0.3, -2.9, -0.1
COc1cccc(CNC(=O)Cn2c(=O)n(CCC(=O)N3CCCCC3)c(=O)c3sccc32)c1
→ 0.4, 0, -2, -0.8, -4, -0.6, -0.4, 1.4, -8.2
O=S1(=O)CCC(N2CCOCC2)C1 (stereo unspecified)
→ -0.2, 0, -4, ., 5, -1.1, -0.3, 0.1, 0.5
S=C(NCCc1ccccc1)NC1CCC(NC(=S)NCCc2ccccc2)CC1 (stereo unspecified)
→ i, 1, -5, -0.8, 9, -3.3, 0.1, -1.0, 3.7
CCOC(=O)c1cc2n(c1N)-c1ccccc1C2=O
→ -0.1, 8, -3, ., -3, -1.7, 0.4, 1.1, 2.1
C=CCNC(=O)Nc1ccc(F)c(Cl)c1
→ -0.2, 0, -1, -0.8, -2, -4.7, -0.3, ., -1.0
Cc1ccc(C2=CC(c3ccc(C)cc3)n3ncnc3N2)cc1 (stereo unspecified)
→ 2.8, 35*, 13, ., 30, -1.4, 69*, -0.6, 2.3
O=C(Cc1cccc2ccccc12)NC(=S)Nc1cccc(C(=O)O)c1
→ -1.2, -5, -5, 0.0, -6, -10, -0.6, ., -1.1
COc1ccc(NC(=O)CCN2CC(C)OC(C)C2)c(OC)c1 (stereo unspecified)
→ -0.1, 2, 3, ., -10, 1.3, -2.2, -0.6, 1.6
O=C(O)c1c2c(nc3ccc(S(=O)(=O)N4CCC(C(=O)NCc5ccccc5Cl)CC4)cc13)CCCC2
→ 0.4, 2, -3, 0.8, -6, -2.6, 0.1, -2.5, 0.1
Cc1ccn2cc(CNC(=O)c3cccs3)nc2c1
→ i, 4, 14, 0.6, -12, -0.6, -1.3, -6.0, 0.3
O=C(CSc1ncc(-c2ccccc2)n1-c1ccccc1)NCc1ccco1
→ 0.0, 0, -8, 0.7, 10, -5.4, 1.1, -1.2, -1.5
CCC(CC)C(=O)Nc1ccc([N+](=O)[O-])cn1
→ -0.4, 0, 7, 0.5, 7, -1.1, 1.2, -1.5, -1.1
OC(c1ccc(-c2ccccc2)cc1)c1ncc(-c2ccc(F)cc2)[nH]1 (stereo unspecified)
→ -0.9, 0, 2, -3.3, -4, -2.6, ., -0.6, .
CC(=O)Nc1ccc(NC(=O)CSC2=NS(=O)(=O)c3cc(Cl)ccc3N2)cc1
→ -0.7, 0, -2, 1.4, 3, -0.8, 0.0, -1.3, .
COc1ccc(/C=C/c2nnc(NC(=O)CSc3ccc(Cl)cc3)s2)cc1
→ -0.8, -2, -7, ., -10, -5.4, -0.4, -2.0, 2.7
CCN1C=CC(=C2C(=O)c3ccccc3C2=O)C=C1
→ i, -4, 27, ., 2, -1.5, 0.1, -1.5, 0.2
COC(=O)c1sccc1NC(=O)CC1C(=O)NCCN1C(=O)Nc1ccc(C(F)(F)F)cc1 (stereo unspecified)
→ -0.5, 2, -3, 0.9, 12, -1.9, -0.7, -0.7, -1.5
O=C(NCc1cccs1)C(=O)NCC1OCCCN1S(=O)(=O)c1ccccc1 (stereo unspecified)
→ -0.3, 1, 0, ., -2, -1.1, 0.5, -1.1, 0.5
CCOc1ccc(Br)cc1CN(CC)CC
→ i, 3, 9, 0.5, 6, 0.4, 0.2, -4.1, 1.4
O=C(NCC1CCCO1)c1ccc(NC(=O)c2ccc([N+](=O)[O-])cc2)cc1 (stereo unspecified)
→ -0.2, 2, 14, 0.5, -2, 0.1, -0.3, 1.0, -1.4
O=[N+]([O-])c1cc(S(=O)(=O)NC2=NCCCCC2)ccc1Cl
→ -0.2, 3, 27, 0.0, -5, -1.5, 0.8, -1.3, 1.2
COC(=O)c1[nH]c2ccc(Cl)cc2c1NC(=O)CCN1CCOCC1
→ 2.6, 21, 9, ., 1, -1.9, -1.5, 0.9, -3.8
COc1cc(-c2nc(=S)[nH][nH]2)cc(OC)c1OC
→ -0.3, 0, 2, 30*, -3, 0.3, 1.2, ., -1.6
Cc1ccc(NCC(=O)NNC2=NCCC2)c(C)c1
→ -12, -4, 10, -6.2, -1, -1.4, 0.3, -0.5, -0.2
Cc1ccc(NCc2nc3ccccc3n2C)cc1
→ i, 17, -12, ., -5, -1.4, -1.2, 3.4, -2.0
CC(=O)NC1=NN(C(C)=O)C(C)(CS(=O)(=O)c2ccc3ccccc3c2)S1 (stereo unspecified)
→ i, 2, 5, ., -4, -0.6, -0.4, -1.5, -2.1
COc1cc(CNc2nnnn2C)cc(OC)c1OC
→ -0.5, -1, -14, 0.3, -2, -4.5, -1.0, 1.1, -0.8
O=C(Cc1ccc(Cl)cc1)NC1CC1
→ -0.3, 0, 6, -2.2, -7, -3.7, 4.1, -2.3, -3.4
Cc1ccc(Cl)cc1NC(=O)c1cc(NC(=O)CCCC(=O)O)ccc1N1CCCCC1
→ 5.7, 5, -2, 1.8, 38, -3.6, 1.5, 5.2, 0.0
CCN(Cc1nc2ccccc2c(=O)[nH]1)Cc1nc2cc(OC)c(OC)cc2c(=O)[nH]1
→ -0.7, 0, 9, ., 2, -1.3, -1.1, -2.2, -0.6
S=c1[nH]nc(-c2ccccn2)n1/N=C/c1ccc(-c2ccccc2Br)o1
→ ., 2, 21, 3.3, -6, 0.1, 1.0, ., .
CCN(CC)S(=O)(=O)c1ccc(C)c(NC(=S)N2CCN(c3ccccn3)CC2)c1
→ 0.8, -1, -13, 0.9, 22, -3.3, -0.3, -1.0, 0.0
O=C(NCCCN1CCOCC1)C1CC(=O)N(C2CCCCC2)C1 (stereo unspecified)
→ -0.2, -3, 10, ., -1, -0.3, -0.1, 0.4, 2.4
Cc1cc(C)nc(SCC(=O)NC2CCCC2)n1
→ i, 0, -2, 1.1, 6, -2.2, 20, ., 1.9
Cc1cc(C(F)(F)Cl)n2ncc(-c3ccccn3)c2n1
→ i, 0, -2, 0.6, 2, ., 1.8, 7.6, -2.0
Cc1cc(C)nc(NS(=O)(=O)c2ccc(NC(=O)c3nn(-c4ccccc4)ccc3=O)cc2)n1
→ 0.0, -7, 28, 1.0, 2, -4.7, 0.1, 5.3, 0.4
O=C(CCc1nnc(C2CCCCC2)o1)N1CCC(Oc2cccnc2)CC1
→ 0.1, 9, -2, -0.7, 1, -0.2, 0.8, ., -0.8
COc1ccc(-c2nc(N3CCCCCC3)sc2C(=O)c2ccccc2)cc1
→ i, 3, 0, ., 39, 0.6, -0.2, -2.5, -2.7
O=C(N/N=C\C=C\c1ccco1)C1COc2ccccc2O1 (stereo unspecified)
→ -0.7, 1, 25, -0.5, 2, 0.8, -1.9, -0.2, 4.1

Compound profiles, from the list above. Values in the order: Vc quorum ag, Mtb FBA inh, GDH-TPI inh, TcdB GH inh, Y pestis TopoI, FadD28 binding, PfHsp40 yeast, Mtb BioA inh, Mtb UGM inh
Cc1ccc(C2=CC(c3ccc(C)cc3)n3ncnc3N2)cc1 (stereo unspecified) is listed as 2.8, 35*, 13, ., 30, -1.4, 69*, -0.6, 2.3
O=C(CSc1ncc(-c2ccccc2)n1-c1ccccc1)NCc1ccco1 is listed as 0.0, 0, -8, 0.7, 10, -5.4, 1.1, -1.2, -1.5
O=C(Cc1cccc2ccccc12)NC(=S)Nc1cccc(C(=O)O)c1 is listed as -1.2, -5, -5, 0.0, -6, -10, -0.6, ., -1.1

Hits appear at their usual frequency; any-hit rate near 4.6%.
